# Redox H2O2 prof: compounds producing H2O2 with reducing agent – biochemical, NIH compound library profiling, artefact control for MLSCN library redox annotation, primary screen; DTT-dependent redox cycling H2O2, phenol red/HRP absorbance; 100% = 100 µM peroxide control, 0% = buffer; 0.03% of 200,000 active; activation, % at 10 µM;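 active = activation of at least 50% relative to the plate's high and low controls in the primary single-dose screen; inactive = activation below 50%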;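 note: compound incubated with DTT at 0.8 mM final as the reducing agent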
# bIAP inh: blocks bovine intestinal alkaline phosphatase activity. purified bovine IAP, CDP-star luminescence, 30 min. inhibition, % at 20 µM. 190,000 tested, under 10 active;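 active = over 50% inhibition of intestinal alkaline phosphatase at 20 µM in the single-dose screen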
#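 test system = bovine IAP enzyme | medium = DEA buffer 100 mM, pH 9.8, with MgCl2 1.0 mM, ZnCl2 0.02 mM | detection = luminescence | dosing = single compound dose of 20 µM, 2% DMSO final | incubation = 30 min reaction at room temperature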
# PPARg SRC2 recr: promotes SRC-2 coactivator recruitment by human PPARgamma; AID 1032; PPARgamma LBD-SRC-2 recruitment, biochemical; 0.34% of 200,000 active; activation, % at 8 µM; P37231; in the data active = activation above about 22%;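 note: 0% = vehicle and 100% = reference agonist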
# Target sequence (P37231 whole entry, looked up, the tested form may be a part): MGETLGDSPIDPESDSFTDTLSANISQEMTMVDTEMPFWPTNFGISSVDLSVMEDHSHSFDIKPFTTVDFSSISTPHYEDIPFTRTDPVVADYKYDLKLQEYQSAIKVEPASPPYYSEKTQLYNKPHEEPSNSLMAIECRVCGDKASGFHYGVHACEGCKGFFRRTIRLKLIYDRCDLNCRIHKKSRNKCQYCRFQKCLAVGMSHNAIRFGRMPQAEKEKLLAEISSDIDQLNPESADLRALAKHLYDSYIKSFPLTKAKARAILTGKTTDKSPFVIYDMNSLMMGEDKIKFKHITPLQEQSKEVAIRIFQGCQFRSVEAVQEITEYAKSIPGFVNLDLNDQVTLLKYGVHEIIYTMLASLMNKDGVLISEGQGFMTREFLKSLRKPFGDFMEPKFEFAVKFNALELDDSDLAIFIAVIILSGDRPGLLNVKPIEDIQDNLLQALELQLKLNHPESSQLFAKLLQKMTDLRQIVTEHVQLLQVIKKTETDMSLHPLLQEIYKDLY
# ROMK mod: modulates human ROMK potassium channel activity | P48048 | B-score at 10 µM | Tet-inducible ROMK, thallium flux fluorescence; actives lie on both sides | 2% of 130,000 active | AID 1918;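 active = signal ratio slope over the read window, or its plate-corrected B-score, at least 3 SD from the plate mean, either direction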;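 note: B-score of the F/F0 ratio slope over 7 to 12 s after thallium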
# Target sequence (P48048 whole entry, looked up): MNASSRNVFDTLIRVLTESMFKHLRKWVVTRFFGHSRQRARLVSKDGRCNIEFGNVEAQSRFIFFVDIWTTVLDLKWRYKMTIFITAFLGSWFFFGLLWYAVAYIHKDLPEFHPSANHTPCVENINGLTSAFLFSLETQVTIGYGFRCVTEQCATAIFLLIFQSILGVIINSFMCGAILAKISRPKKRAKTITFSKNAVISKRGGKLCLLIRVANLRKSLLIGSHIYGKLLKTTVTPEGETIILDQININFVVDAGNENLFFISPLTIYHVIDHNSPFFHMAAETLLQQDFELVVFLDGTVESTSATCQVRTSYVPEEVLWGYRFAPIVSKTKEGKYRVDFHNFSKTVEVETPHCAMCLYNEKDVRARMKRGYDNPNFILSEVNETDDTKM
# PPARg SRC-1 ag: PPARgamma-driven SRC-1 recruitment agonism | activation, % at 8 µM | 0.41% of 200,000 active | AID 631 | PPARgamma-SRC-1 coactivator recruitment biochemical assay | P37231; in the data active = activation above about 19%;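 note: 0% = DMSO and 100% = reference agonist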
# Efa HMGR inh: E. faecalis class II HMG-CoA reductase inhibition; purified E. faecalis HMGR, NADPH absorbance 340 nm kinetic; AID 1066; 0.41% of 190,000 active; inhibition, % at 10 µM;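 active = inhibition above a set limit, the median over all tested compounds plus 3 SD, cut at about 9.5% in these data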;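 note: enzyme runs in reverse so mevalonate oxidation gives rising NADPH absorbance; 0% = complete reaction with DMSO and 100% = background rate lacking mevalonate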
# L major viab: Leishmania major promastigote growth inhibition. inhibition, % at 10 µM. Leishmania major promastigotes, resazurin fluorescence viability. AID 1063. 9% of 200,000 active; in the data active = inhibition above about 50%;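 note: promastigotes grown with compound for 44 hours at 28 °C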
# S1P3 antagonist: S1P3 (human) receptor antagonism; CHO S1P3 NFAT-BLA reporter, FRET fluorescence, antagonist mode; inhibition, % at 4.98 µM; Q99500; 0.27% of 170,000 active;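 active = inhibition above the plate cutoff, the mean inhibition of test wells on that plate plus 3 SD, cut at about 28% in these data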;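 note: cells challenged with S1P at its EC80 of 0.8 µM; blue over green emission ratio from cleaved BLA substrate after 4 h stimulation; 0% = S1P-stimulated wells and 100% = unstimulated DMSO-only wells; some compounds past the cut are filed as inactive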
# SRC2 TRFRET art: counter-screen for PPARgamma SRC-2 recruitment agonists: TR-FRET artefact; active compounds read high; TR-FRET ratio at 8 µM; 0.4% of 200,000 active; in the data active = TR-FRET ratio above about 2000; note: inactives centre near 1500
# PPARg SRC-3 ag: PPARgamma-driven SRC-3 recruitment agonism. activation, % at 8 µM. 0.26% of 200,000 active. biochemical PPARgamma/SRC-3 coactivator recruitment assay. AID 731; in the data active = activation above about 23%;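 note: 0% = DMSO and 100% = reference agonist; some compounds past the cut are filed as inactive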
# RAM network inh: inhibitors of the yeast RAM network; S. cerevisiae dse1pr::URA3 reporter, 5-FOA growth OD615, 2 d; analog-sensitive cbk1-as2 kinase mutant strain; inhibition, % at 50 µM; 1.8% of 190,000 active;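 active = inhibition above a set limit, 3 SD over mean compound inhibition, cut at about 8.4% in these data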;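 note: 0% = DMSO-only wells with no growth and 100% = 10 µM 1-NA-PP1 full growth; inhibition rescues growth on 5-FOA so higher OD means more RAM inhibition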
# Starred values were filed as active, the others as inactive; nt = not tested or not shown.
SMILES,Redox H2O2 prof,bIAP inh,PPARg SRC2 recr,ROMK mod,PPARg SRC-1 ag,Efa HMGR inh,L major viab,S1P3 antagonist,SRC2 TRFRET art,PPARg SRC-3 ag,RAM network inh
Cn1c(Cc2ccc3c(c2)OCO3)nnc1SCC(=O)N1CCc2ccccc2C1,1.1,1,-2,nt,6,-8,-1,-31,1317,-3,1.8
N#Cc1c(NC(=O)Cn2c(=O)oc3ccccc32)oc(-c2ccccc2)c1-c1ccccc1,-1.1,8,-7,-1.3,-3,-3,9,-15,1391,-10,7.4
CCCn1c(SCC(=O)c2cc(OC)ccc2OC)nc2c1c(=O)n(C)c(=O)n2C,1.3,7,6,nt,6,nt,-6,-24,1605,-4,nt
Cc1ccc(-c2nnc(SCc3nc4ccccc4[nH]3)n2Cc2ccco2)cc1,0.9,-29,-3,nt,0,-3,4,nt,1323,-5,0.5
O=C(NCCSCc1ccco1)c1ccc(CN2CCOCC2)cc1,0.0,-1,-1,-1.3,0,2,3,nt,1632,0,1.3
Cc1cc(C2C(C#N)=C(N)OC3=C2C(=O)CCC3)c(C)s1 (centres undefined),0.1,13,5,-0.6,-3,2,1,nt,1523,6,1.2
O=C(NCc1ccc(F)cc1)c1ccc(CS(=O)(=O)Cc2ccccc2F)o1,-0.2,5,-1,-0.64,-3,-4,1,-11,1554,-2,0.8
O=C(NC(Cc1ccccc1)C(=O)OCC(=O)N1CCc2ccccc21)c1ccco1 (centres undefined),-2.6,5,3,nt,8,0,-1,-22,1556,0,0.7
O=C(COc1cc(F)ccc1[N+](=O)[O-])NCCCc1ccccc1,0.6,2,3,-0.31,4,-5,0,-8,1391,2,0.9
CC(NC1CCCC1)c1ccccc1 (centres undefined),-0.2,1,1,0.48,2,-1,-5,-6,1580,3,0.8
O=C(N/N=C/c1ccc(O)cc1O)/C(=C/c1ccccc1)CCO,-0.5,15,4,nt,-2,-4,98*,16,1692,1,3.3
O=C1OCc2cccc3cccc1c23,2.1,12,-6,nt,4,-4,-6,nt,1507,1,1.9
CCOc1cc(C)c(S(=O)(=O)N2CCCC2)cc1C,0.9,-8,3,-0.27,4,-3,-2,3,1403,-4,0.9
CC1Cc2nc(SCC(=O)Nc3nc4ccccc4s3)n(C)c(=O)c2S1 (centres undefined),-2.2,9,-1,nt,-5,-3,17,nt,1449,10,3.4
O=C(NCc1ccncc1)C(=O)C1C(=O)Nc2ccccc21 (centres undefined),0.0,-2,6,0.99,3,5,-8,5,1498,3,1.8
COc1ccccc1NC(=O)CSc1nnc(Cn2cnc3ccccc32)n1C,-0.5,6,-3,nt,0,0,-3,-3,1524,3,-0.6
Cc1ccc(CSc2ncnc3c2cnn3-c2ccccc2)cc1,2.9,4,7,nt,0,1,-8,-4,1609,-4,6.6
Cc1ccc(C)c(NC(=O)CSc2ccc(-c3cccs3)nn2)c1,0.3,-40,8,-0.038,3,-1,4,-1,1467,6,4.9
O=C(CN1CCC(n2nnc3cc(F)ccc32)CC1)N1CCc2ccccc2C1,0.0,-5,5,-0.6,-10,-4,5,-16,1532,10,0.4
COc1ccc(OC)c(C2C(C(N)=O)=C(C)Nc3nc(CCCO)nn32)c1 (centres undefined),-0.3,10,9,nt,-6,-3,-5,-28,1483,-3,1.4
Cc1ccc(Cl)cc1N1CCN(c2cccc[n+]2C)CC1,0.4,1,1,-0.55,-1,-1,74*,-8,1273,-5,-1.9
CCOP(=O)(OCC)C(Nc1cccc(C(F)(F)F)c1)c1ccc(Br)cc1 (centres undefined),0.3,-5,-4,nt,0,-5,99*,11,1579,-1,12*
O=S(=O)(NC(=NC1CCCC1)C(F)(F)F)c1ccccc1,1.6,16,3,-0.025,1,-3,-5,-5,1646,20,-0.4
O=C(c1ccc([N+](=O)[O-])cc1)N1CCSC1c1cccc(Cl)c1 (centres undefined),-0.4,19,2,nt,-7,0,51*,-6,1475,5,2.9

# Arranged by heavy-atom count (descending): three of the compounds above.
SMILES,Redox H2O2 prof,bIAP inh,PPARg SRC2 recr,ROMK mod,PPARg SRC-1 ag,Efa HMGR inh,L major viab,S1P3 antagonist,SRC2 TRFRET art,PPARg SRC-3 ag,RAM network inh
Cc1ccc(CSc2ncnc3c2cnn3-c2ccccc2)cc1,2.9,4,7,nt,0,1,-8,-4,1609,-4,6.6
O=C(NCc1ccncc1)C(=O)C1C(=O)Nc2ccccc21 (centres undefined),0.0,-2,6,0.99,3,5,-8,5,1498,3,1.8
Cc1ccc(Cl)cc1N1CCN(c2cccc[n+]2C)CC1,0.4,1,1,-0.55,-1,-1,74*,-8,1273,-5,-1.9

# (next part)
SMILES,Redox H2O2 prof,bIAP inh,PPARg SRC2 recr,ROMK mod,PPARg SRC-1 ag,Efa HMGR inh,L major viab,S1P3 antagonist,SRC2 TRFRET art,PPARg SRC-3 ag,RAM network inh
O=S(=O)(NCc1ccco1)N1CCOCC1,-0.2,18,-2,0.13,-6,2,-4,6,1518,-2,1.9
S=c1nc(-c2ccccc2)n(CCCn2ccnc2)c2c1CCCC2,-2.4,4,5,nt,11,-4,-8,5,1776,5,-0.7
Cc1cc(C(=O)Nc2c(F)cc(F)cc2Br)no1,2.4,13,-2,nt,-2,-6,1,8,1426,-6,0.4
COC(=O)NNS(=O)(=O)c1ccc(C)cc1,0.2,-7,7,-0.15,7,-1,-4,-25,1500,3,-0.3
O=C(O)c1ccc2noc(-c3ccccc3)c2c1,2.6,7,1,nt,-12,1,-6,2,1632,-4,2.7
C=C1c2cc(C)ccc2NC(=O)N1c1ccccc1,0.8,10,2,0.33,4,3,-2,-3,1490,-4,1.1
Cc1ccc(NC(=O)CCC(=O)NNC(=O)c2ccco2)cc1C,-11,-17,8,1,5,-6,5,nt,1534,3,1.9
Cc1cccc(NCC(=O)N/N=C\c2c[nH]c3ccccc23)c1,-0.3,13,-3,-1,-3,-3,10,-2,1528,1,0.8
COc1ccc(S(=O)(=O)Oc2cccc(/C=N/N=C3/NC(=O)C(CC(=O)O)S3)c2)cc1 (centres undefined),-2.0,6,-8,0.53,-2,-2,4,-16,1512,-2,1.5
COCCN1Cc2cccc(C(=O)Nc3c(C)cccc3C)c2C1=O,-0.6,4,4,nt,-1,2,21,-12,1647,2,2.0
Cc1cc(C)cc(-n2c(C)c3c(C)nnc(C)c3c2C)c1,0.2,10,3,-1.1,-7,-3,21,-16,1212,2,1.3
COc1ccccc1C(=O)NNC(=O)c1ccncc1,1.0,2,5,nt,2,-2,2,-7,1473,1,1.3

# Not a retest: entries from further up.
SMILES,Redox H2O2 prof,bIAP inh,PPARg SRC2 recr,ROMK mod,PPARg SRC-1 ag,Efa HMGR inh,L major viab,S1P3 antagonist,SRC2 TRFRET art,PPARg SRC-3 ag,RAM network inh
Cc1ccc(Cl)cc1N1CCN(c2cccc[n+]2C)CC1,0.4,1,1,-0.55,-1,-1,74*,-8,1273,-5,-1.9
CCOP(=O)(OCC)C(Nc1cccc(C(F)(F)F)c1)c1ccc(Br)cc1 (centres undefined),0.3,-5,-4,nt,0,-5,99*,11,1579,-1,12*
O=S(=O)(NC(=NC1CCCC1)C(F)(F)F)c1ccccc1,1.6,16,3,-0.025,1,-3,-5,-5,1646,20,-0.4
O=C(c1ccc([N+](=O)[O-])cc1)N1CCSC1c1cccc(Cl)c1 (centres undefined),-0.4,19,2,nt,-7,0,51*,-6,1475,5,2.9
O=S(=O)(NCc1ccco1)N1CCOCC1,-0.2,18,-2,0.13,-6,2,-4,6,1518,-2,1.9
S=c1nc(-c2ccccc2)n(CCCn2ccnc2)c2c1CCCC2,-2.4,4,5,nt,11,-4,-8,5,1776,5,-0.7
Cc1cc(C(=O)Nc2c(F)cc(F)cc2Br)no1,2.4,13,-2,nt,-2,-6,1,8,1426,-6,0.4
COC(=O)NNS(=O)(=O)c1ccc(C)cc1,0.2,-7,7,-0.15,7,-1,-4,-25,1500,3,-0.3
O=C(O)c1ccc2noc(-c3ccccc3)c2c1,2.6,7,1,nt,-12,1,-6,2,1632,-4,2.7
C=C1c2cc(C)ccc2NC(=O)N1c1ccccc1,0.8,10,2,0.33,4,3,-2,-3,1490,-4,1.1
Cc1ccc(NC(=O)CCC(=O)NNC(=O)c2ccco2)cc1C,-11,-17,8,1,5,-6,5,nt,1534,3,1.9
Cc1cccc(NCC(=O)N/N=C\c2c[nH]c3ccccc23)c1,-0.3,13,-3,-1,-3,-3,10,-2,1528,1,0.8
COc1ccc(S(=O)(=O)Oc2cccc(/C=N/N=C3/NC(=O)C(CC(=O)O)S3)c2)cc1 (centres undefined),-2.0,6,-8,0.53,-2,-2,4,-16,1512,-2,1.5
COCCN1Cc2cccc(C(=O)Nc3c(C)cccc3C)c2C1=O,-0.6,4,4,nt,-1,2,21,-12,1647,2,2.0
Cc1cc(C)cc(-n2c(C)c3c(C)nnc(C)c3c2C)c1,0.2,10,3,-1.1,-7,-3,21,-16,1212,2,1.3
COc1ccccc1C(=O)NNC(=O)c1ccncc1,1.0,2,5,nt,2,-2,2,-7,1473,1,1.3

# Next structures follow.
SMILES,Redox H2O2 prof,bIAP inh,PPARg SRC2 recr,ROMK mod,PPARg SRC-1 ag,Efa HMGR inh,L major viab,S1P3 antagonist,SRC2 TRFRET art,PPARg SRC-3 ag,RAM network inh
Cc1nc(NC(=O)C23CC4CC(CC(C4)C2)C3)sc1Cc1ccc2c(c1)OCO2,0.5,-8,2,nt,9,-4,21,2,1628,-1,2.6
COc1ccc(/C=C/C(=O)NC(=S)NNC(=O)c2cccnc2)cc1,-0.1,-13,-1,0.32,8,-5,93*,2,1517,-1,4.0
Oc1cccc(Oc2ncc(C(F)(F)F)cc2Cl)c1,-1.3,7,6,-0.059,-6,-1,-12,6,1472,4,1.4
CCC12CN3CC(CC)(CN(C1)C3c1c(O)ccc3ccccc13)C2=O (centres undefined),0.3,10,12,-0.19,1,-2,-7,nt,1504,1,0.0
CC(C)(C)NC(=O)CCSc1nnc(-c2ccco2)o1,-0.5,-6,5,0.38,6,1,-7,-15,1603,-2,1.9
O=C(O)c1ccc(/C=N/N2CCN(Cc3ccc(Cl)cc3)CC2)cc1,-0.6,-18,2,nt,10,-6,-1,-18,1616,8,-0.5
COc1cccc(C(=O)NC2CCN(C(=O)N3c4ccccc4Sc4ccccc43)CC2)c1,-0.4,-31,9,nt,2,0,71*,nt,1551,-6,7.0
COC(=O)c1cccc(NC(=O)c2ccc(OC)c(Cl)c2)c1,0.1,10,2,0.74,2,0,-2,-13,1692,2,1.9
CCCCC(=O)NC(=S)Nc1ccccc1N1CCCCC1,-0.4,4,5,-0.1,8,-1,9,-14,1603,0,-0.5
N#Cc1cc2c(nc1SCC(=O)N1CCCCC1)CCCCC2,0.2,-1,8,nt,8,0,4,13,1712,4,0.0
CC(C)C(c1nnnn1C1CCCC1)N1CCc2ccccc21 (centres undefined),0.2,7,8,0.8,0,-6,31,-8,1535,15,1.4
Cc1[nH]c2ccccc2c1[C@H]1[C@@H](CC#N)C1(C)C,2.9,27,0,nt,-6,-1,23,nt,1499,-1,0.8
COC(=O)c1sc(NC(=S)NC(=O)c2ccc(F)cc2)nc1C,8.0,31,5,0.12,11,-5,-3,-12,1576,1,2.2
CCn1c(=O)c2ccccc2n2c(SCC(=O)NCc3cccs3)nnc12,0.0,-3,3,nt,2,-4,9,6,1802,8,2.2
